GIRK2 activator = Activators of human GIRK2-containing channels. HEK293 GIRK2/NPY4 cells, thallium flux fluorescence. P48051. activation (% efficacy), % for hits at 37.5 µM. 34,000 tested, under 10 active;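 active = primary screen hit, no activity in plain HEK293 cells, and in GIRK2-only cells above 5% efficacy rising with concentration; inactive = the rest, including fluorescent compounds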;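 note: efficacy is normalized control-subtracted fluorescence 15 s after thallium addition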
Target sequence (P48051 whole entry, looked up): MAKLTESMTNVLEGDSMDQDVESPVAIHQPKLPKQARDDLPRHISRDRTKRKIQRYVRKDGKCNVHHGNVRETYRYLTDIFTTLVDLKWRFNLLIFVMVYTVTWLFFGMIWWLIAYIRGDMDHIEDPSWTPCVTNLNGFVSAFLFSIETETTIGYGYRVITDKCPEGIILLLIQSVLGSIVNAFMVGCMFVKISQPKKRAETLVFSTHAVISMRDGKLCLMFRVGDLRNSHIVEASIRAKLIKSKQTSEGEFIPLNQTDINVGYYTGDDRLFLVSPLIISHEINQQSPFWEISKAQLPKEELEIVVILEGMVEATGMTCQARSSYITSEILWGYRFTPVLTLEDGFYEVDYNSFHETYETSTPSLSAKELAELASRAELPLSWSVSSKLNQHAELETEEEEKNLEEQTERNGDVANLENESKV
Calls only; i = inactive.

# | molecule | GIRK2 activator
1 | Cc1cc(C)cc(NC(=O)CN2CCC(C(=O)NCc3ccccn3)CC2)c1 | i
2 | COCCN1CCC(CNS(=O)(=O)c2ccc(OCC(C)C)cc2)CC1 | i
3 | NS(=O)(=O)c1ccc(CCNC(=O)c2ccc(=O)[nH]n2)cc1 | i
4 | O=C(c1cccc2ccccc12)N1CCN(c2ccc(Nc3ccncc3)nn2)CC1 | i
5 | CCCc1c(C(=O)NCC2CCCO2)nnn1-c1ccc(OC)cc1 (configuration not stated) | i
6 | O=C(c1ccccc1Cl)N(CCc1ccccc1)Cc1ccccn1 | i
7 | COc1ccc2c(=O)c(Oc3ccc(C(=O)Nc4nccs4)cc3)c(C)oc2c1 | i
8 | CCOC(=O)C(CC)n1nc2ccc(S(=O)(=O)N3CCC(C)CC3)cn2c1=O (configuration not stated) | i
9 | O=C(Cc1cc(-c2ccc(Cl)cc2)on1)NCCCn1ccnc1 | i
10 | CCN(C(=O)Cn1c(C2CC(=O)N(c3ccccc3C)C2)nc2ccccc21)c1ccccc1 (configuration not stated) | i

5 compounds already listed, ordered by heavy-atom count, lowest first:
# | molecule | GIRK2 activator
3 | NS(=O)(=O)c1ccc(CCNC(=O)c2ccc(=O)[nH]n2)cc1 | i
9 | O=C(Cc1cc(-c2ccc(Cl)cc2)on1)NCCCn1ccnc1 | i
6 | O=C(c1ccccc1Cl)N(CCc1ccccc1)Cc1ccccn1 | i
7 | COc1ccc2c(=O)c(Oc3ccc(C(=O)Nc4nccs4)cc3)c(C)oc2c1 | i
4 | O=C(c1cccc2ccccc12)N1CCN(c2ccc(Nc3ccncc3)nn2)CC1 | i

Source: PubChem (Vanderbilt University)

Not all compounds are listed (hit frequency here may not be typical).
